Compound activity: PubChem, several laboratories
MrgX1 antagonist: blocks BAM8-22 activation of human MrgX1 receptor; MRGX1-HEK293 calcium flux, Fluo-4, BAM8-22 antagonism; stronger effect = lower value; B-score at 10 µM; 1.3% of 310,000 active;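 active means calcium-response B-score plate-corrected more than 3 library SD below zero, starting fluorescence within 5 deviations, no agonist response on first addition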;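 further: peak minus trough fluorescence over baseline after final BAM8-22 challenge near maximal dose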
MrgX1 agonist: agonists of human MrgX1 receptor; AID 588627; B-score at 10 µM; MrgX1-HEK293 cells, Fluo-4 calcium fluorescence, agonist mode; stronger effect = higher value; Q96LB2; 0.44% of 310,000 active;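 active means calcium response B-score plate-corrected fluorescence ratio at least 3 library SD, with starting fluorescence B-score inside 5 SD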
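Material: MrgX1-expressing HEK293 cells; input: 15,000 cells per well; doses: test compound given as first of three sequential additions; schedule: overnight plating before 1 h dye loading; technique: Fluo-4 NW calcium-flux fluorescence, kinetic read; evaluation: baseline-normalised fluorescence change ratio, B-scored; control set: plate-wise positive and negative controls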
TMEM16A inh: mouse TMEM16A channel inhibition, primary screen. AID 588511. 1.2% of 310,000 active. Q8BHY3. normalized B-score (activity score, 25-100; higher = stronger inhibition) at 10 µM. HEK293 TMEM16A/YFP iodide influx fluorescence, ionomycin;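 active means ratio plate-corrected score three or more library SD toward inhibition, starting fluorescence score within five deviations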;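 further: score derived from kinetic fluorescence span divided by baseline fluorescence per well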
Target sequence (Q8BHY3 whole entry, looked up): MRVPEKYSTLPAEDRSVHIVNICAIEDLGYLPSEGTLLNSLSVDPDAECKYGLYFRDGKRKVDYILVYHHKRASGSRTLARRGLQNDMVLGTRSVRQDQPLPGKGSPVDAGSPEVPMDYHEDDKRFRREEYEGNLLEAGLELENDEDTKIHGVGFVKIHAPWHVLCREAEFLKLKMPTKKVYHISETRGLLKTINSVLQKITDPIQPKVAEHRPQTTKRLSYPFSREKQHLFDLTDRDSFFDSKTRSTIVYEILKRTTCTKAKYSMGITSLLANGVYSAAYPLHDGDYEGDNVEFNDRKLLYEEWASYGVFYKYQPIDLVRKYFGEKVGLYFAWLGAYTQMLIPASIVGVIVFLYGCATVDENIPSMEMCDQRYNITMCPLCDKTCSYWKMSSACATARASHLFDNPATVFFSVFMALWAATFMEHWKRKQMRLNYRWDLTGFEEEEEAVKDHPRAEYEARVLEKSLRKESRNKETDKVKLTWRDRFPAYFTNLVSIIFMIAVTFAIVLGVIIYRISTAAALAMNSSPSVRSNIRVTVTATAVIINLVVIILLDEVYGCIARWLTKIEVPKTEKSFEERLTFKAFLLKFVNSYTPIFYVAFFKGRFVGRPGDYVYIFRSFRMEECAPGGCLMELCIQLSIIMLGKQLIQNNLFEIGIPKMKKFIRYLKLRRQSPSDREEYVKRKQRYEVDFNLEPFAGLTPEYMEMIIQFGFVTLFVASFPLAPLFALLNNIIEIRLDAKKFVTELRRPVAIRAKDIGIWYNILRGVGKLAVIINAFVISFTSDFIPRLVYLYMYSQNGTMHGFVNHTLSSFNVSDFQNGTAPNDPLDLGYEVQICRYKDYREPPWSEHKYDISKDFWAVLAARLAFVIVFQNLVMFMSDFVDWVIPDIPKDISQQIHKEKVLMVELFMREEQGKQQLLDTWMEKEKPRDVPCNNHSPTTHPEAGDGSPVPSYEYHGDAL
SKKanGAS inh: SKKanGAS growth inhibition. S. pyogenes SKKanGAS, kanamycin growth, BacTiter-Glo, 6 h. inhibition, % at 7.5 µM. 1.3% of 300,000 active;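 active means mean replicate score, as percent of positive control median, at least 50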;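 further: strain carries kanamycin resistance gene driven by streptokinase promoter and grows in 40 µg/ml kanamycin; loss of luminescence reflects streptokinase promoter inhibition or plain growth inhibition; 0% = median of DMSO wells and 100% = positive control at its reference dose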
TRPC6 activator: mouse TRPC6 channel activation. Q61143. HEK293-TRPC6 membrane potential dye fluorescence; stronger effect = higher value. B-score at 10 µM. 0.13% of 310,000 active;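 active means B-score of the integrated fluorescence ratio above library mean plus 3 SD, and starting fluorescence ratio within library mean plus 5 SD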;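 further: higher score means more depolarization so channel activation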
TRPC4 inh: TRPC4 (mouse) channel inhibition. Q9QUQ5. HEK293 TRPC4beta/mu-opioid, DAMGO-evoked Fluo4 calcium flux; stronger effect = lower value. B-score at 10 µM. 0.39% of 300,000 active;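 active means B-score over 3 SD under the library average, no early fluorescence shift, positive overall ratio signal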
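test system = HEK293 cells with stable TRPC4beta plus mu-opioid receptor expression | detection = Fluo4 Ca2+ flux fluorescence | read-out = integrated fluorescence ratio relative to baseline, converted to per-well B score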
TRPC6 inhibitor: inhibitors of mouse TRPC6 channel | 1.1% of 310,000 active | HEK293-TRPC6, membrane potential dye, ACh-evoked depolarization; stronger effect = lower value | B-score at 10 µM | AID 2553;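 active means B-score under library mean minus 3 SD, initial fluorescence not abnormally high, positive integrated signal ratio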;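 further: B-score derived from integrated fluorescence ratio over the kinetic read; more negative B-score means stronger inhibition of depolarization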
TRPC4 agonist: opens the mouse TRPC4 cation channel; Q9QUQ5; HEK293 TRPC4beta/mu-opioid, Fluo4 calcium fluorescence; stronger effect = higher value; B-score at 10 µM; 0.49% of 310,000 active;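 active means B-score above 5 SD of library B-scores, and initial fluorescence ratio not above library mean plus 5 SD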;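 further: positive B-score marks a calcium rise read as TRPC4 activation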
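Assay system: HEK293 cells stably co-expressing mouse TRPC4beta and mu-opioid receptor / Timing: Fluo4 dye loading 45 min at room temperature, 110 s recording / Signal: Fluo4 calcium-sensitive dye fluorescence, kinetic, 1 Hz baseline / Read-out: integrated baseline-normalised fluorescence ratio, converted to per-well B score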
ANO1 activ: activators or potentiators of mouse TMEM16A chloride channel. Q8BHY3. HEK293 TMEM16A/YFP-H148Q/I152L, iodide quench fluorescence; stronger effect = lower value. B-score at 10 µM. 0.3% of 340,000 active. AID 623877;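 active means fluorescence-ratio B-score plate-corrected deviation score at least 3 library SD below zero, with starting fluorescence score within 5 deviations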;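 further: channel opened by trigger with iodide after compound preincubation; score built on the fluorescence ratio of max minus min over baseline; more negative score means more quench and so TMEM16A activation or potentiation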
TRPC4 potent: allosteric potentiators of mouse TRPC4 channel | 0.42% of 310,000 active | HEK293 TRPC4beta/mu-opioid, DAMGO EC20, Fluo-4 Ca2+ flux; stronger effect = higher value | B-score at 10 µM;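 active means B-score of calcium response area above 5 SD of library B-scores, with initial fluorescence ratio within 5 SD of library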;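 further: B-score of integrated fluorescence ratio over time as area under calcium response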
MrgX1 PAM: allosterically activates human MrgX1 receptor signaling. MrgX1-HEK293, Fluo-4 calcium flux, FDSS; stronger effect = higher value. AID 588675. B-score at 10 µM. Q96LB2. 0.63% of 310,000 active;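 active means plate-corrected calcium response at least 3 library SD above typical, normal starting fluorescence, not activating the receptor alone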;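 further: compound read alongside a low EC10 to EC30 dose of BAM8-22 agonist; peak minus trough fluorescence over baseline measured at the second addition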
Active calls of the source: *; i = inactive; . = no result given. Random draw from the library. Share with any hit: about 6.7%.

smiles	MrgX1 antagonist	MrgX1 agonist	TMEM16A inh	SKKanGAS inh	TRPC6 activator	TRPC4 inh	TRPC6 inhibitor	TRPC4 agonist	ANO1 activ	TRPC4 potent	MrgX1 PAM
CCC(CC)C(=O)NCCc1ccc(OC)cc1	i	i	i	-15	i	i	i	i	i	i	i
O=C(NC(CO)Cc1ccc([N+](=O)[O-])cc1)C(Cl)Cl (stereo not given)	i	i	i	97*	i	i	i	i	i	i	i
CCc1cccc(NC(=S)Nc2cccc3ccccc23)c1	i	i	i	5	i	i	i	i	i	i	i
Cc1ccc(S(=O)(=O)N(C)C)cc1NC(=O)Cn1c(CN2CCOCC2)nc2ccccc2c1=O	-4.9*	i	i	4	i	i	i	i	i	i	i
O=C(COc1ccccc1N1C(=O)C2C3C=CC(C3)C2C1=O)c1ccccc1 (stereo not given)	i	i	i	4	i	i	i	i	i	i	i
CNC(=O)NC(=O)Cn1cnc2sc(-c3ccccc3)cc2c1=O	i	i	i	-1	i	i	i	i	i	i	i
Cc1nc(NC(=O)CSC2=NCCS2)sc1C(=O)N(C)C	i	i	i	-9	i	i	i	i	i	i	i
COc1cc(NC(=O)c2ccco2)c(C(=O)O)cc1OC	i	i	i	-2	i	i	i	i	i	i	i
CC(C)[C@H](NC(=O)C1CCC(CNC(=O)[C@@H]2CCCN2C(=O)OC(C)(C)C)CC1)C(=O)O (stereo not given in full)	.	.	.	-7	i	i	i	i	i	i	.
Cc1ccc(NC(=O)NCC2CC2(Cl)Cl)cc1 (stereo not given)	i	i	i	4	i	i	i	i	i	i	i
COC(=O)C1=CN(Cc2ccc(F)cc2)C=C(C(=O)OC)C1c1ccc(O)c(OC)c1	i	i	i	-1	i	i	i	i	i	i	i
CCOC(=O)c1sc(NCC2CCCO2)nc1C (stereo not given)	i	i	i	-2	i	i	i	i	i	i	i
COc1cccc(C(=O)Nc2cc(OC)ccc2NC(=O)c2ccco2)c1	i	i	i	0	i	i	i	i	i	i	i
O=C(CSc1ncnc2c1nnn2Cc1ccc(F)cc1)NCC1CCCO1 (stereo not given)	i	i	i	-2	i	i	i	i	i	i	i
CC(C)Cc1cc(C(=O)N2CCC(N3CCC(C(=O)N4CCCC4)CC3)CC2)n[nH]1	i	i	i	1	i	i	i	i	i	i	i
CC(C)CN(CC(C)C)c1nc(N)c(C#N)c(CC#N)c1C#N	i	i	i	6	i	-6*	i	i	i	i	i
CCc1ccc(NC(=O)CCc2nc3sc4c(c3c(=O)[nH]2)CCCC4)cc1	i	i	i	13	i	i	i	i	i	i	i
CC(C)NC(=O)CN(C(=O)CCC(=O)Nc1ccccn1)c1ccc(F)c(Cl)c1	i	i	i	2	i	i	i	i	i	i	i
O=C(OCC1COc2ccccc2O1)c1c(F)cccc1F (stereo not given)	i	i	i	-3	i	i	i	i	i	i	i
CCOC(=O)N1CCC(=NNC(=O)Cn2ccc(C(F)(F)F)n2)CC1	i	i	i	1	i	i	i	i	i	i	i
O=c1[nH]c(CCl)nc2cc(-c3ccc(Cl)cc3)sc12	i	i	i	30	i	i	i	i	i	i	i
Cc1cc(C(=O)N2CC=C(c3ccccc3)CC2)c2ccccc2n1	-4.7*	i	i	-3	i	i	i	i	i	i	i
Cc1cccc(OCC2Cn3c(nc4c3c(=O)[nH]c(=O)n4C)O2)c1 (stereo not given)	i	i	i	-7	i	i	i	i	i	i	i
CCC(C)NC(=O)Nc1ccccc1C (stereo not given)	i	i	i	3	i	i	i	i	i	i	i
CC(C)Nc1nc(Cl)nc(Nc2ccccc2)n1	i	i	i	0	i	i	i	i	i	i	i
COCC(C)n1c(SCC(=O)N2CCCCC2)nc2ccccc2c1=O (stereo not given)	i	i	i	-1	i	i	i	i	i	i	i
O=C1C2CCCN2C(c2ccc(Cl)cc2)N1c1nccs1 (stereo not given)	i	i	i	-1	i	i	i	i	i	i	i
CCC1C(=O)NCCN1C(=O)c1cc(COc2cc(C)ccc2C)on1 (stereo not given)	i	i	i	-1	i	i	i	i	i	i	i
O=C(NC1CCCCC1)C(c1cccs1)N(CCCN1CCOCC1)C(=O)c1ccc(-c2ccccc2)[nH]1 (stereo not given)	i	i	i	-1	i	i	i	i	i	i	i
O=C(Nc1ccccc1C(F)(F)F)c1cnccn1	i	i	i	1	i	i	i	i	i	i	i
CCSc1nnc(-c2ccc(S(=O)(=O)NCc3cccs3)cc2)o1	i	i	i	.	i	i	i	i	i	i	i
COc1ccc(C(=O)NCC(=O)NC2=NCCS2)cc1	i	i	i	0	i	i	i	i	i	i	i
CCn1c(SCC(=O)NC2CC2)nnc1-c1cccc(OC)c1	i	i	i	-8	i	i	i	i	i	i	i
COC(=O)c1cc(OC)c(OC)cc1NC(=O)CN1C(=O)c2ccccc2C1=O	i	i	i	9	i	i	i	i	i	i	i
O=C(CN1CCN(c2ccccc2F)CC1)c1ccc(O)c(O)c1	i	i	i	12	i	i	i	i	i	i	i
COC(CNC(=S)Nc1ccc([N+](=O)[O-])cc1)OC	i	i	i	3	i	i	i	i	i	i	i
CC(C)CCN1CCN(Cc2nc3ccccc3s2)CC1CCO (stereo not given)	i	i	i	5	i	i	i	i	i	i	i
O=C(CSc1nc2c(cnn2-c2ccccc2)c(=O)[nH]1)N1CCOCC1	i	i	i	4	i	i	i	i	i	i	i
CCc1ccc2[nH]c(=O)c(CN(Cc3ccccc3OC)C(=O)Nc3ccccc3OC)cc2c1	i	i	i	23	i	i	i	i	i	i	i
Cc1ccc(N2C(=O)NC(NS(=O)(=O)c3ccc(C)cc3)(C(F)(F)F)C2=O)cc1 (stereo not given)	i	i	i	2	i	i	i	i	i	i	i
CCc1cc(C(=O)N2CCN(c3ccccc3OC)CC2)sc1C	i	i	i	5	i	i	i	i	i	i	i
CCCCc1cc(=O)oc2cc(OCC(=O)N3CCOCC3)ccc12	i	i	i	-5	i	i	i	i	i	i	i
CC(C)CNS(=O)(=O)c1ccc(S(=O)(=O)N2CCC3(CC2)OCCO3)cc1	i	i	i	3	i	i	i	i	i	i	i
C=C1CCN([C@@H](Cc2ccccc2)C(=O)NCCCc2ccccc2)S(=O)(=O)c2ccccc21	i	i	i	12	i	i	i	i	i	i	i
Cc1cc(N2CCN(c3ccccn3)CC2)n2nc(C)nc2n1	i	i	i	-1	i	i	i	i	i	i	i
CCc1nc2nc(C)c(NS(=O)(=O)c3ccc(C4CCCCC4)cc3)c(=O)n2[nH]1	i	i	i	6	i	i	i	i	i	i	i
CSc1sc(-c2ccnc(SCCS(C)(=O)=O)n2)c(-c2ccccc2)c1C#N	i	i	i	13	i	i	i	i	i	i	i
C/C(=N/NC(=O)CNC(=O)c1ccccc1)c1ccc(C)cc1	i	i	i	5	i	i	i	i	i	i	i
O=C(O)c1cc(O)c2c(c1)C(=O)c1cc(O)cc(O)c1C2=O	i	i	i	15	i	i	i	i	-16*	i	i
COc1cccc(OCC(=O)NNC(=O)c2cnccn2)c1	i	i	i	6	i	i	i	i	i	i	i

Remaining list, next part:
smiles	MrgX1 antagonist	MrgX1 agonist	TMEM16A inh	SKKanGAS inh	TRPC6 activator	TRPC4 inh	TRPC6 inhibitor	TRPC4 agonist	ANO1 activ	TRPC4 potent	MrgX1 PAM
COc1ccc(-c2nc(SC(C)C(=O)NCC3CCCO3)n[nH]2)cc1 (stereo not given)	i	i	i	2	i	i	i	i	i	i	i
CS(=O)(=O)N1CCN(c2ccccc2NC(=O)c2cccs2)CC1	i	i	i	-6	i	i	i	i	i	i	i
Fc1cccc(Nc2c3c(nc4ccccc24)CCC3)c1	i	i	i	-4	i	-7*	i	i	i	i	i
CCCC[C@@H]1CNC(=O)C(=O)N1CCc1cccc2ccccc12	i	i	i	-2	i	i	i	i	.	i	i
O=C(NCC1CCCO1)C1CCCN(S(=O)(=O)c2cccc(C(F)(F)F)c2)C1 (stereo not given)	i	i	i	0	i	i	i	i	i	i	i
CC12CN3CC(C)(CN(C1)C3c1ccc(Br)cc1)C2=O (stereo not given)	i	i	i	2	i	i	i	i	i	i	i
c1ccc(Nc2nc(NCCN3CCOCC3)nc(Nc3ccccc3)n2)cc1	i	i	i	3	i	i	i	i	i	i	i
O=C(N/N=C/c1ccc(Br)o1)c1cc([N+](=O)[O-])cc([N+](=O)[O-])c1	i	i	i	1	i	i	i	i	i	i	i
O=C(Nc1cccc(S(=O)(=O)NC2=NCCCCC2)c1)c1cc(-c2ccc(Cl)cc2)nc2ccccc12	i	i	i	8	i	i	i	i	i	i	i
Cn1c(=O)c2c(ncn2CC(=O)N2CCN(c3cccc(Cl)c3)CC2)n(C)c1=O	i	i	i	11	i	i	i	i	i	i	i
CC(=O)NS(=O)(=O)c1ccc(NC(=O)C2C3C=CC(C3)C2C(=O)O)cc1 (stereo not given)	i	i	i	.	.	.	.	.	i	.	i
O=C(c1ccc(Cl)c([N+](=O)[O-])c1)N1CCN(C(=O)c2ccco2)CC1	i	i	i	1	i	i	i	i	i	i	i
O=C(COC(=O)CSc1ccc([N+](=O)[O-])cc1)NCC1CCCO1 (stereo not given)	i	i	i	15	i	i	i	i	i	i	i
O=C(COc1ccc(Cl)cc1)Nc1nc(-c2ccc(S(=O)(=O)N3CCOCC3)cc2)cs1	i	i	i	18	i	i	i	i	i	i	i
O=C(Nc1cccc2cccnc12)C1CCCC1	i	i	i	2	i	i	i	i	i	i	i
CC(=Nc1ccccc1)c1sc2ccccc2c1O	i	61*	i	-10	13*	i	i	i	i	i	i
Cn1c(SCC(=O)Nc2ccc(Cl)cc2)nc(O)cc1=O	i	i	i	112*	i	i	i	i	i	i	i
